CHO parental Ca = ATP-evoked calcium signal inhibitors, parental CHO, primary screen, counter-screen for OX1R antagonist project, cell-based, fluorescence, Fluo-8 calcium dye; parental CHO-K1, ATP-induced calcium, Fluo-8 fluorescence; inhibition, % at 5.6 µM; hit rate 0.63% among 330,000;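 active = inhibition above that plate's mean sample inhibition plus 3 SD, cut at about 26% in these data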;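 note: 0% = ATP-challenged DMSO wells and 100% = DMSO wells without ATP; some compounds past the cut are filed as inactive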
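Test system: untransfected parental CHO cell line. Compound: one dose, 5.6 µM nominal. Detection: intracellular calcium via Fluo-8 no-wash fluorescent dye. Measure: % inhibition. Benchmarks: ATP-challenged DMSO wells low, unchallenged DMSO wells high.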
M1 ag parental = counter-screen for M1 agonists: effect in parental CHO-K1 cells; Fluo-8 calcium fluorescence; scaled to maximal ATP response, vehicle zero; hit rate 0.48% among 360,000; AID 602248, 2012; activation, % at 3 µM; in the data active = activation above about 15%;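 note: untransfected CHO-K1 host cells lacking M1 receptor as counterscreen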
M1 ag = human M1 muscarinic receptor agonists, primary screen, Fluo-8 calcium fluorescence, CHO-K1 cells, HTS | CHO-K1 hM1, agonist mode; 0% DMSO, 100% acetylcholine EC100 | hit rate 0.33% among 360,000 | Muscarinic acetylcholine receptor M1 (Homo sapiens), P11229 | activation, % at 3 µM;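 active = activation above the run's mean compound activation plus 3 SD, cut at about 16% in these data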;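 note: peak over basal fluorescence ratio within a 140 s kinetic read after compound addition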
Target sequence (P11229 whole entry, looked up): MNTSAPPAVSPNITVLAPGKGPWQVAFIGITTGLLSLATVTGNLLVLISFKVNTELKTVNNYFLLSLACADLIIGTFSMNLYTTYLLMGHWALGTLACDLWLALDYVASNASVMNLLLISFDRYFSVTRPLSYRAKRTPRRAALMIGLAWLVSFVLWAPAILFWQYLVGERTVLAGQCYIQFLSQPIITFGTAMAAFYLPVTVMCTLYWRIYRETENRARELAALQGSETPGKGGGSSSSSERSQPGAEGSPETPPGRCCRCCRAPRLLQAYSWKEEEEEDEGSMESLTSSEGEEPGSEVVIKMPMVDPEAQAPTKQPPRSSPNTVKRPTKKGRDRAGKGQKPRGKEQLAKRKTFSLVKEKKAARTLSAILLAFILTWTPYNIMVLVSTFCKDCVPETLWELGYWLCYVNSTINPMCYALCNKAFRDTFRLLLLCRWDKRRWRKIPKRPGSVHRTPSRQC
OXTR potentiator = human OXTR potentiators, primary screen, fluorescence, CHO-OTR cells, Fluo-8 calcium; Oxytocin receptor (Homo sapiens), P30559; Fluo-8 calcium fluorescence, potentiator mode; 0% = oxytocin EC15, 100% = EC100; activation, % at 3 µM; hit rate 0.061% among 320,000; AID 2445, 2010;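 active = activation above that plate's cutoff, the mean activation of tested compounds plus 3 SD, cut at about 6.6% in these data, passing the limit was not always enough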;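 note: 100% uses oxytocin at 75 nM as the full agonist control; some results filed as inactive read as strong as hits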
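Dosing: Single dose, 3.0 µM nominal final compound concentration | Material: Human OTR in CHO cells | Technique: Kinetic Fluo-8 calcium fluorescence | Benchmarks: EC15 oxytocin alone as 0%, 75 nM oxytocin as 100% | Probe or stimulus: Oxytocin at about EC15, sub-maximal agonist stimulus | Incubation: Compound 6 min at room temperature before oxytocin, 100 s read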
V1aR counter = agonists of human V1a receptor, primary screen, counter-screen for OXTR agonist project, fluorescence, CHO-V1R cells | Vasopressin V1a receptor (Homo sapiens), P37288 | Fluo-8 calcium fluorescence, agonist mode; 0% DMSO, 100% 3 nM vasopressin | activation, % at 3 µM | hit rate 0.25% among 320,000;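 active = activation above the mean activation of all tested compounds plus 3 SD, per screening run, cut at about 20% in these data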;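 note: signal is peak over basal fluorescence ratio across a 100 second FLIPR read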
TAAR1 antag = human TAAR1 antagonists, primary screen, Fluo-8 calcium fluorescence, CHO RD-HGA16 cells. hit rate 1.5% among 360,000. inhibition, % at 3 µM. antagonist. Trace amine-associated receptor 1 (Homo sapiens), Q96RJ0;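 active = inhibition above a per-plate cutoff, the mean inhibition of test compounds on that plate plus 3 SD, cut at about 49% in these data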;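 note: 0% = DMSO plus EC80 beta-PEA response and 100% = DMSO alone without agonist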
Target sequence (Q96RJ0 whole entry, looked up): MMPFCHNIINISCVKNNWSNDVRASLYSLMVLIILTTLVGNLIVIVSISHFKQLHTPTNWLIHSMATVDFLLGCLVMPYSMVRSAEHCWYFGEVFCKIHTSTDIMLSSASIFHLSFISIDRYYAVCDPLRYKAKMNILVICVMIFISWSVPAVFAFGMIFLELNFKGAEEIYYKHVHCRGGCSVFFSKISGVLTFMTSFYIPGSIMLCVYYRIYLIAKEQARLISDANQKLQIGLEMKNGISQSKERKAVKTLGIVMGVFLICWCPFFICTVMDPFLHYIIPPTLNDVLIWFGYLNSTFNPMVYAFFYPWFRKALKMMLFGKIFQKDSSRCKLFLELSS
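Assay system: CHO-derived RD-HGA16 cells stably expressing human TAAR1 plus Gα16. Timing: 140 s kinetic read after compound, 140 s after agonist. Technique: kinetic Fluo-8 calcium fluorescence measurement. Measure: % inhibition of agonist calcium response.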
CHO-K1 Ca antag = nonselective inhibitor or artifact in parental CHO-K1 cells; hit rate 0.6% among 360,000; inhibition, % at 3 µM; ATP-induced calcium, Fluo-8 fluorescence;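 active = inhibition above a per-plate cutoff, the plate's mean sample inhibition plus 3 SD, cut at about 24% in these data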;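 note: 0% = DMSO plus EC80 ATP and 100% = DMSO alone without ATP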
TAAR1 ag = human TAAR1 agonists, primary screen, Fluo-8 calcium fluorescence, CHO RD-HGA16 cells; AID 624467, 2012; Trace amine-associated receptor 1 (Homo sapiens), Q96RJ0; hit rate 0.99% among 360,000; activation, % at 3 µM; vehicle wells 0%, saturating PEA agonist 100%;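 active = activation above the mean activation of all test compounds in the run plus 3 SD, cut at about 38% in these data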
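System: CHO-derived RD-HGA16 cells with stable Gα16 and human TAAR1 / Times: 17-24 h plating, Fluo-8 75 min 37 °C, 30 min RT / Technique: calcium-sensitive Fluo-8 signal, excitation 470-495, emission 515-575 nm / Measure: % activation relative to PEA EC100 response / Benchmarks: DMSO and PEA EC100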
M1 PAM parental = nonselective calcium activators in parental CHO-K1 cells, primary screen, counter-screen for M1 PAM project, cell-based, Fluo-8 calcium fluorescence, full deck, 1536-well. activation, % at 3 µM. AID 602247, 2012. hit rate 0.02% among 360,000. ATP EC20; 0% at ATP EC20, 100% at ATP max;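 active = activation above the run cutoff, the mean activation of all test compounds plus 3 SD, cut at about 40% in these data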;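 note: peak over basal fluorescence ratio in a 140 s read after ATP addition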
An asterisk follows results filed as active.

Results for COc1ccc(Br)cc1C1CC(=O)C(C)C(c2cc(Br)ccc2OC)N1 (configuration not stated) ?
CHO parental Ca: -19.8; M1 ag parental: -0.8; M1 ag: -3.7; OXTR potentiator: -16.6; V1aR counter: -0.3; TAAR1 antag: -4.0; CHO-K1 Ca antag: 8.1; TAAR1 ag: 4.2; M1 PAM parental: 6.3

How did CN(C)S(=O)(=O)N1CCN(CC(O)COc2ccc3cc(Br)ccc3c2)CC1 (configuration not stated) do in these assays?
CHO parental Ca: 40.0*; M1 ag parental: 6.8; M1 ag: 0.1; OXTR potentiator: -15.8; V1aR counter: 13.6; TAAR1 antag: 14.6; CHO-K1 Ca antag: 7.2; TAAR1 ag: 16.6; M1 PAM parental: 3.6

What do the screens show for `CC(C)(C)C1CCc2c(sc3nc(SCC(=O)O)nc(N)c23)C1` (configuration not stated)?
CHO parental Ca: -8.7; M1 ag parental: 0.2; M1 ag: -2.1; OXTR potentiator: -1.2; V1aR counter: 0.4; TAAR1 antag: -17.4; CHO-K1 Ca antag: -13.8; TAAR1 ag: -2.4; M1 PAM parental: 17.2

Results for CCN(C(=O)c1cc(Cl)ccc1OC)C1CCCCC1 ?
CHO parental Ca: -13.6; M1 ag parental: -0.2; M1 ag: -5.8; OXTR potentiator: -2.1; V1aR counter: -2.1; TAAR1 antag: 17.1; CHO-K1 Ca antag: -7.1; TAAR1 ag: 7.2; M1 PAM parental: 13.6

What do the screens show for `CCOC(=O)c1c(NC(=O)CSc2nnc(-c3cccnc3)o2)sc(C(C)=O)c1C`?
CHO parental Ca: -17.2; M1 ag parental: 1.2; M1 ag: -3.2; OXTR potentiator: -13.6; V1aR counter: 1.8; TAAR1 antag: -1.4; CHO-K1 Ca antag: -6.3; TAAR1 ag: 8.2; M1 PAM parental: -1.2

Results for COCC(=O)N(Cc1cc2cc(OC)ccc2[nH]c1=O)c1ccc(C)cc1 ?
CHO parental Ca: -15.9; M1 ag parental: 1.1; M1 ag: 2.5; OXTR potentiator: -13.6; V1aR counter: 4.3; TAAR1 antag: -17.9; CHO-K1 Ca antag: -12.9; TAAR1 ag: 6.1; M1 PAM parental: 17.0

What do the screens show for `O=C(O)c1ccccc1C(=O)NC1CCCCNC1=O` (configuration not stated)?
CHO parental Ca: -4.4; M1 ag parental: 1.1; M1 ag: -4.0; OXTR potentiator: -5.4; V1aR counter: 1.8; TAAR1 antag: -8.1; CHO-K1 Ca antag: -9.9; TAAR1 ag: 0.4; M1 PAM parental: 11.6

Results for Cc1csc(=O)n1CC(=O)OCC(=O)NCc1ccc(F)cc1 ?
CHO parental Ca: 4.5; M1 ag parental: -0.1; M1 ag: 0.6; OXTR potentiator: -6.0; V1aR counter: -0.4; TAAR1 antag: -20.7; CHO-K1 Ca antag: 17.0; TAAR1 ag: 6.1; M1 PAM parental: -15.1

What do the screens show for `COc1ccc(Cc2nnc(NC(=O)CSc3ccc(C)cc3)s2)cc1`?
CHO parental Ca: -14.5; M1 ag parental: 6.8; M1 ag: 2.7; OXTR potentiator: 1.5; V1aR counter: -0.4; TAAR1 antag: -12.7; CHO-K1 Ca antag: -7.5; TAAR1 ag: 8.0; M1 PAM parental: 24.2

How did Cc1ccc(NC(=O)CCNS(=O)(=O)c2ccc3c(c2)CCC(=O)N3)cc1F do in these assays?
CHO parental Ca: -8.2; M1 ag parental: -0.2; M1 ag: 4.5; OXTR potentiator: 0.4; V1aR counter: 0.3; TAAR1 antag: -12.0; CHO-K1 Ca antag: 0.9; TAAR1 ag: 2.1; M1 PAM parental: 0.6

What do the screens show for `O=C(CCS(=O)(=O)c1ccccc1)Nc1ccccc1-c1nc2ccccc2s1`?
CHO parental Ca: -9.4; M1 ag parental: 1.1; M1 ag: -3.7; OXTR potentiator: -10.3; V1aR counter: -0.4; TAAR1 antag: -17.6; CHO-K1 Ca antag: -7.9; TAAR1 ag: 1.6; M1 PAM parental: 20.2

Results for Cc1ccc(/C=C(\C#N)C(=O)NCc2ccco2)o1 ?
CHO parental Ca: 4.5; M1 ag parental: 1.6; M1 ag: -3.9; OXTR potentiator: -11.4; V1aR counter: -1.2; TAAR1 antag: -5.3; CHO-K1 Ca antag: -13.6; TAAR1 ag: 1.9; M1 PAM parental: 24.7

What do the screens show for `Cc1ccc(C(C)NC(=O)C23CC4CC(CC(C4)C2)C3)cc1` (configuration not stated)?
CHO parental Ca: -9.2; M1 ag parental: 0.3; M1 ag: -4.8; OXTR potentiator: -10.3; V1aR counter: -1.3; TAAR1 antag: -33.2; CHO-K1 Ca antag: 7.6; TAAR1 ag: 5.7; M1 PAM parental: -11.9

How did CCC(C)[C@H](NC(=O)Nc1ccc2c(c1)OCCO2)C(=O)O (some centres not stated) do in these assays?
CHO parental Ca: -6.2; M1 ag parental: 0.1; M1 ag: -7.0; OXTR potentiator: -0.5; V1aR counter: 0.1; TAAR1 antag: 0.1; CHO-K1 Ca antag: -9.2; TAAR1 ag: 1.3; M1 PAM parental: -2.9

Results for C(CCN1CCOCC1)CN1CCOCC1 ?
M1 ag parental: 0.6; M1 ag: -2.6; TAAR1 antag: 10.5; CHO-K1 Ca antag: 8.6; TAAR1 ag: 0.5; M1 PAM parental: 2.4

The final two entries of the part before lead into the next.
How did CCC(C)[C@H](NC(=O)Nc1ccc2c(c1)OCCO2)C(=O)O (some centres not stated) do in these assays?
CHO parental Ca: -6.2; M1 ag parental: 0.1; M1 ag: -7.0; OXTR potentiator: -0.5; V1aR counter: 0.1; TAAR1 antag: 0.1; CHO-K1 Ca antag: -9.2; TAAR1 ag: 1.3; M1 PAM parental: -2.9

Results for C(CCN1CCOCC1)CN1CCOCC1 ?
M1 ag parental: 0.6; M1 ag: -2.6; TAAR1 antag: 10.5; CHO-K1 Ca antag: 8.6; TAAR1 ag: 0.5; M1 PAM parental: 2.4

How did CCN(CC)CC(=O)Nc1ccc(-c2nc3cc(NC(=O)CN(CC)CC)ccc3o2)cc1 do in these assays?
CHO parental Ca: -4.8; M1 ag parental: 0.6; M1 ag: -3.9; OXTR potentiator: -2.5; V1aR counter: 0.0; TAAR1 antag: 6.2; CHO-K1 Ca antag: -11.4; TAAR1 ag: 4.4; M1 PAM parental: 12.9

Results for Cc1cc(C)cc(OC(=O)CCN2C(=O)C3C4C=CC(C5CC45)C3C2=O)c1 (configuration not stated) ?
CHO parental Ca: -18.6; M1 ag parental: 2.2; M1 ag: -5.8; OXTR potentiator: -13.8; V1aR counter: -0.4; TAAR1 antag: -2.4; CHO-K1 Ca antag: -10.4; TAAR1 ag: 4.7; M1 PAM parental: 31.7

What do the screens show for `Cc1ccc(C)c(S(=O)(=O)N2CCN(C(C)C(=O)Nc3ccccc3-c3ccccc3)CC2)c1` (configuration not stated)?
CHO parental Ca: -50.9; M1 ag parental: -0.2; M1 ag: -6.4; OXTR potentiator: -9.1; V1aR counter: -0.1; TAAR1 antag: -3.9; CHO-K1 Ca antag: 5.8; TAAR1 ag: 4.1; M1 PAM parental: -2.7

Results for O=[N+]([O-])c1cc(S(=O)(=O)N2CCCCC2)ccc1NCCCN1CCOCC1 ?
CHO parental Ca: 4.5; M1 ag parental: 0.6; M1 ag: -5.7; OXTR potentiator: 0.4; V1aR counter: -0.2; TAAR1 antag: -4.4; CHO-K1 Ca antag: -7.2; TAAR1 ag: 0.7; M1 PAM parental: 10.9

Results for O=Cc1ccc2noc(-c3ccc(F)cc3)c2c1 ?
CHO parental Ca: 2.6; M1 ag parental: 1.7; M1 ag: -5.3; OXTR potentiator: 1.1; V1aR counter: -0.2; TAAR1 antag: -0.3; CHO-K1 Ca antag: -3.1; TAAR1 ag: 8.9; M1 PAM parental: 27.6

Results for COc1cc(Cl)ccc1OCc1cc(C(=O)N(C)Cc2cccc3cnccc23)no1 ?
CHO parental Ca: -9.7; M1 ag parental: 13.2; M1 ag: -0.2; OXTR potentiator: -10.1; V1aR counter: 7.3; TAAR1 antag: 20.5; CHO-K1 Ca antag: -9.5; TAAR1 ag: 2.2; M1 PAM parental: -2.2

Results for COc1cccc(OC)c1C(=O)OCC(=O)N1CC(C)CC(C)C1 (configuration not stated) ?
CHO parental Ca: -14.2; M1 ag parental: 1.2; M1 ag: -3.5; OXTR potentiator: -2.8; V1aR counter: 0.4; TAAR1 antag: 3.4; CHO-K1 Ca antag: -14.7; TAAR1 ag: 10.9; M1 PAM parental: -0.9

What do the screens show for `O=C(Nc1ccc(C(=O)N2CCOCC2)cc1)c1ccccc1`?
M1 ag parental: 0.6; M1 ag: -2.3; TAAR1 antag: -14.8; CHO-K1 Ca antag: -15.9; TAAR1 ag: 9.7; M1 PAM parental: 16.4

Results for Cc1cc(C(=O)Nc2ccc(F)cc2C)n(-c2ccccc2)n1 ?
CHO parental Ca: -6.1; M1 ag parental: 0.7; M1 ag: -3.2; OXTR potentiator: -0.6; V1aR counter: -0.7; TAAR1 antag: -0.6; CHO-K1 Ca antag: -10.9; TAAR1 ag: 2.2; M1 PAM parental: -1.6

What do the screens show for `COC(=O)c1cncn1Cc1ccccc1`?
M1 ag parental: -0.2; M1 ag: -2.1; TAAR1 antag: 9.7; CHO-K1 Ca antag: -3.8; TAAR1 ag: -0.5; M1 PAM parental: 6.4

How did CCN(C(=O)CN1C(=O)/C(=C/c2ccc(F)cc2)SC1=S)C1CCS(=O)(=O)C1 (configuration not stated) do in these assays?
CHO parental Ca: -23.2; M1 ag parental: 0.2; M1 ag: -2.2; OXTR potentiator: -3.9; V1aR counter: 1.5; TAAR1 antag: -7.6; CHO-K1 Ca antag: -5.6; TAAR1 ag: 5.1; M1 PAM parental: -9.9

How did O=C(CN1CCOCC1)OCCCC1CCCCC1 do in these assays?
CHO parental Ca: -1.0; M1 ag parental: 0.1; M1 ag: -3.2; OXTR potentiator: -5.2; V1aR counter: 0.8; TAAR1 antag: 13.0; CHO-K1 Ca antag: -1.9; TAAR1 ag: 1.7; M1 PAM parental: 9.8

How did Cc1cc(C)cc(NC(=O)N2C3CCCC2CC(NC(=O)C2CC2)C3)c1 (configuration not stated) do in these assays?
CHO parental Ca: -7.2; M1 ag parental: -0.5; M1 ag: -11.6; OXTR potentiator: -4.8; V1aR counter: 1.3; TAAR1 antag: -5.8; CHO-K1 Ca antag: 12.1; TAAR1 ag: -0.7; M1 PAM parental: -20.6

Screens deposited in PubChem by The Scripps Research Institute Molecular Screening Center.
